Screening data deposited in PubChem BioAssay by National Center for Advancing Translational Sciences (NCATS).
aSyn tox rescue: alpha-synuclein toxicity suppression in yeast; S. cerevisiae alpha-synuclein toxicity rescue, BacTiter-Glo growth, 24 h; Potency, µM (highest dose often 46.1 µM), without a hit: at the highest dose growth rescue (activation), hits mostly activators; 0.02% of 94,000 active; AID 1347070; active = well fitted activation curve with a large enough effect; inconclusive = small, poorly fitted or top-dose-only effect; note: 0% is about no effect
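Growth restoration measured by BacTiter-Glo luminescence after 24 hr at 30 deg C; alpha-synuclein yeast, raffinose-pregrown to mid-log, were added at OD600=0.02 in galactose medium onto pinned compounds.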
Active calls of the source: *; ? = inconclusive; & = joins results of further samples. Potency is the fitted concentration of half-maximal effect. An excerpt (hit frequency here may not be typical).

no.	mol	aSyn tox rescue
1	COc1ccc(C(CNC(=O)c2oc3cc(Br)ccc3c2C)N2CCCCC2)cc1 (configuration not stated)	1%
2	COC(=O)c1sccc1S(=O)(=O)N1CCN(c2cccc(C)c2C)CC1	26%
3	COc1ccccc1CNC(=O)CSc1ncc2c(n1)-c1cc(Cl)ccc1N(Cc1ccccc1)S2(=O)=O	1%
4	NC1=NC(=O)/C(=C\c2ccco2)S1	15%
5	Cc1nc2sc3c(c2c(=O)n1N)CCC3	12%
6	O=C(c1cnn(-c2ccccc2)c1-n1cccc1)N1CCN(C2CCCCC2)CC1	-1%
7	CC(=O)c1cccc(NC(=O)CCn2nc(C)c(S(=O)(=O)N(C)C)c2C)c1	2%
8	Cc1cccc(OCC(=O)Nc2ccc(S(=O)(=O)Nc3onc(C)c3C)cc2)c1C	-8%&1%
9	CCOc1ccc(CCNC(=O)c2ccc3nc(CC)c(CC)nc3c2)cc1	7%
10	CCOC(=O)CON1C(=O)C(=O)N(OCC(=O)OCC)[C@H]2CCCC[C@H]21	6%
11	CCOc1ccc(NS(=O)(=O)c2ccc(C(=O)NCC(c3ccccc3OC)N3CCCC3)cc2)cc1 (configuration not stated)	0%
12	COc1cc(Cl)c(C)cc1NC(=O)Cn1c(NCCO)nc2ccccc21	-8%
13	CN(C(=O)COc1ncnc2sccc12)c1ccccc1	-1%
14	Cc1ccc(C(=O)C=Cc2ccc3c(c2)OCO3)c(C)c1	16%
15	CCOc1ccc(OCCC(=O)N(CC)CC(=O)NCc2ccc(Cl)cc2)cc1	16%
16	Cc1cc(-c2ccc(S(=O)(=O)Nc3cccc(Cl)c3C)cc2)on1	10%
17	Fc1cccc(CSc2ccc(-c3cccs3)nn2)c1	-5%
18	COCCCN1CN=C(NS(=O)(=O)c2ccc(C)cc2)NC1	-4%
19	COc1cc(/C=C(\C#N)c2nc3ccc(C)cc3[nH]2)ccc1OC(C)C	-4%
20	COc1ccc(CNC(=O)CSc2ncc3c(n2)-c2cc(Cl)ccc2N(Cc2ccccc2)S3(=O)=O)cc1OC	-1%
21	CCn1cc(C(=O)NCc2ccc(Cl)cc2)c(=O)c2cc(S(=O)(=O)N(C)C)ccc21	-3%
22	Cc1cc(C)c(NC(=O)c2oc3c(c2C)-c2[nH]ncc2CC3)c(C)c1	7%
23	O=C(NCc1ccco1)c1ccc2c(c1)N(Cc1ccccc1)C(=O)c1ccccc1S2	0%
24	CCN(CC)S(=O)(=O)c1ccc(NCCc2ccccn2)nc1	5%
25	NC(=NC(=O)c1ccccc1)N1CCN(C(c2ccccc2)c2ccccc2)CC1	-5%
26	Cc1cccc(CN2C(=O)c3ccccc3Sc3ccc(C(=O)N4CCCC4)cc32)c1	0%
27	COc1ccccc1-c1cc(C(=O)Nc2cc(Cl)ccc2O)no1	3%
28	CCc1cc(-c2onc(C)c2-c2cscn2)c(O)cc1OC	?
29	O=C1NN(c2cccc(Br)c2)C(=O)/C1=C\c1ccc(O)cc1	-17%
30	Cc1ccc(-n2ncc3c(NC4CCCCC4)ncnc32)cc1Cl	-12%

Another view of some results above.
#23 O=C(NCc1ccco1)c1ccc2c(c1)N(Cc1ccccc1)C(=O)c1ccccc1S2
- aSyn tox rescue = 0%
#24 CCN(CC)S(=O)(=O)c1ccc(NCCc2ccccn2)nc1
- aSyn tox rescue = 5%
#25 NC(=NC(=O)c1ccccc1)N1CCN(C(c2ccccc2)c2ccccc2)CC1
- aSyn tox rescue = -5%
#26 Cc1cccc(CN2C(=O)c3ccccc3Sc3ccc(C(=O)N4CCCC4)cc32)c1
- aSyn tox rescue = 0%

Other results:
no.	mol	aSyn tox rescue
31	COc1cccc(N2C(=O)CSC23C(=O)N(Cc2ccccc2)c2ccccc23)c1 (configuration not stated)	5%
32	CN1CCN(CC(=O)Nc2ccc([N+](=O)[O-])cc2Br)CC1	-15%
33	CCc1ccc(CN(C(=O)c2ccc(OC)cc2)C2CCS(=O)(=O)C2)cc1 (configuration not stated)	12%
34	O=C(CSc1n[nH]c(-c2cccnc2)n1)Nc1ccc(Br)cc1	-3%
35	Cc1cc(C)nc(/N=C(\NC(=O)C(C)(C)C)Nc2ccccc2)n1	-8%
36	CN(C)c1ccc(CNC(=O)c2ccc(Cn3c(SCc4ccccc4)nc4cccnc43)cc2)cc1	1%
37	COC(=O)C(Sc1ccc(Cl)cc1)C1SC(=S)N(Cc2ccccc2)C1=O (configuration not stated)	-22%
38	O=C(CC1NCCNC1=O)Nc1ccc(F)c(Cl)c1 (configuration not stated)	-14%
39	Cc1ccc(S(=O)(=O)N(CC(=O)Nc2ccc(C)c(Cl)c2)C(=O)N2CCN(C)CC2)cc1	-2%
40	CCOc1ccc(C2c3c(-c4cc(C)ccc4O)n[nH]c3C(=O)N2Cc2cccnc2)cc1OCC (configuration not stated)	-9%
41	CCn1c(=O)c2cc(C(=O)NCCOC)sc2c2ccccc21	9%
42	Cc1ccc(-n2ncc3c(N4CCCCCC4)ncnc32)cc1	6%
43	O=C(CCCCn1c(=O)[nH]c2ccsc2c1=O)NCc1ccc2c(c1)OCO2	-3%
44	CC(C)COC(=O)N(C)C[C@@H]1OCc2cn(nn2)CCCC(=O)N([C@@H](C)CO)C[C@H]1C	-8%
45	CCOc1ccc(/C=C/c2nc(C#N)c(NC(C)CC)o2)cc1 (configuration not stated)	3%
46	CCOc1ccc(NC(=O)CCc2c(C)nn(-c3ccc(N4CCCC4)nn3)c2C)cc1	5%
47	CCOc1ccc(-n2c(SCC(=O)NCc3ccco3)nnc2-c2c[nH]c3ccccc23)cc1	0%
48	O=C(OCc1cccc(C(F)(F)F)c1)c1ccc(-c2nnn(Cc3ccc(F)cc3)n2)cc1	-13%
49	CC(NC(=O)Cn1c(=O)oc2cc(S(=O)(=O)N3CCCCCC3)ccc21)c1ccccc1 (configuration not stated)	-6%
50	CCC(C)(C)n1nnnc1C(c1ccc(O)cc1)N1CCc2ccccc2C1 (configuration not stated)	13%
51	O=C(CSCC(=O)N1CCCc2ccccc21)Nc1nc(-c2ccccc2)cs1	16%
52	CCOc1ccc(CNC(=O)c2cnc3sc(N4CCOCC4)nn3c2=O)cc1OC	5%
53	Cc1ccc(NC(=O)CSc2nc3ccc(NC(=O)CCc4ccccc4)cc3s2)cc1	0%
54	COc1ccc(NC(=O)c2ccc3[nH]c(C)cc(=O)c3c2)cc1	0%
55	CC(=O)Nc1ccc(NC(=O)C(C)N(C)CC(=O)Nc2ccccc2Br)cc1 (configuration not stated)	-3%
56	CNc1nc(SC)nc2ccccc12	-14%
57	O=C(Nc1cccc(Br)c1)N1CCC(CN2CCCCCC2)CC1	-3%
58	O=C1CC2(CCN(C(=O)c3ccccc3F)CC2)Oc2ccccc21	14%
59	CC(=O)NS(=O)(=O)c1ccc(NS(=O)(=O)c2ccc3ccccc3c2)cc1	-4%
60	COC(=O)c1c(NC(=O)CS(=O)(=O)c2ccc(C)cc2)sc2c1CCCC2	6%

The last 2 compounds of the part above are carried over, then new ones follow.
no.	mol	aSyn tox rescue
59	CC(=O)NS(=O)(=O)c1ccc(NS(=O)(=O)c2ccc3ccccc3c2)cc1	-4%
60	COC(=O)c1c(NC(=O)CS(=O)(=O)c2ccc(C)cc2)sc2c1CCCC2	6%
61	Cc1cc(Oc2ccc(=O)[nH]n2)nc(Cl)n1	12%
62	CCOc1ccccc1NC(=O)c1ccc2c(Cl)c3c(nc2c1)CCC3	-7%
63	Cc1c(Cc2ccc3c(c2)OCO3)sc(NC(=O)c2ccccc2)c1C(N)=O	6%
64	CCOC(=O)N1CCN(C(=O)c2ccc3c(SCC(=O)O)c4c(nc3c2)CCCC4)CC1	3%
65	CCOCCCNC(=O)C1CCCN(c2ncnc3onc(C)c23)C1 (configuration not stated)	0%
66	CCOc1cc(C2c3c(-c4cc(C)ccc4O)n[nH]c3C(=O)N2CCCOC(C)C)ccc1O (configuration not stated)	-3%
67	CCOc1ccc(-n2c(=O)c3c(C)c(C)sc3n(CC(=O)N(CC)Cc3ccccc3)c2=O)cc1	1%
68	COc1ccc(/C=C(\C#N)c2n[nH]c(Cn3cncn3)n2)cc1	-10%
69	CC1CCN(C(=O)C2CCN(C(=O)c3ccc(C(C)(C)C)cc3)CC2)CC1	-9%
70	O=C(NCc1ccc(F)cc1)C1(S(=O)(=O)c2ccc(Cl)cc2)CC1	6%
71	Cn1c2ccccc2c2c(C(=O)N3CCN(c4cccc(C(F)(F)F)c4)CC3)cn(C3CCCCC3)c(=O)c21	-2%
72	CCc1c(O)nc(SCC(=O)Nc2c(C)cccc2C)n(-c2ccc(F)cc2)c1=O	1%
73	O=C(CCC(=O)c1cccs1)NCc1cccnc1	3%
74	CCc1ccc(-c2cn3nc(CC)sc3n2)cc1	-12%
75	CCOc1ccc(NC(=O)c2ccc3[nH]c(C)cc(=O)c3c2)cc1	-1%
76	COc1ccccc1NC(=O)N(C)C[C@H]1Oc2ncc(C#CCN(C)C)cc2C(=O)N([C@H](C)CO)C[C@H]1C	-7%
77	CCN(CC)S(=O)(=O)c1ccc(C)c(NC(=O)CN2CCN(C)CC2)c1	2%
78	COc1ccc(C(=O)NNC(=O)Cn2nc(C)cc2C)cc1S(=O)(=O)N1CCOCC1	-5%
79	Cc1ccc(-c2c(CN3CCN(c4cc(C)ccc4C)CC3)csc2C)cc1	-25%
80	Cc1cccc(OCC(=O)Nc2cccc(C(=O)NCC(C)C)c2)c1	-3%
81	Cc1ccc(Cl)cc1NC(=O)CON=C(N)c1ccccc1	-3%
82	CC(=O)c1cccc(NC(=O)CSc2nc(=O)n(CCN3CCOCC3)c3c2CCCC3)c1	-4%
83	NCCSc1c(-c2ccccc2)[nH]c2ccccc12	-1%
84	CCN(CC(=O)Nc1c(F)cccc1F)C(=O)CNC(=O)c1ccco1	10%
85	COc1ccc(N2C[C@H](Cc3ccccc3)[C@@H](CC(=O)Nc3ccccc3)C2=O)cc1	5%
86	CCCCN(CC)C(=O)CSc1nc2n[nH]c(C)c2c(=N)n1-c1cccc(OC)c1	0%
87	Cc1csc(CN(C)C(=O)CC2C(=O)NCCN2Cc2ccccc2C)n1 (configuration not stated)	4%
88	N#Cc1cccc(CN2C=NS(=O)(=O)c3ccccc32)c1	12%
89	CCN1C(=O)c2ccccc2Sc2ccc(NC(=O)Cc3ccc(OC)c(OC)c3)cc21	1%
90	Cn1cc(S(=O)(=O)N2CCCC2)cc1C(=O)N1CCN(c2ccccc2)CC1	-9%
91	N#CCCN(C(=O)Nc1ccc(Cl)c(Cl)c1)C1CCCCC1	-3%
92	Cc1ccc(C)c2sc(N3CCN(C(=O)c4ccco4)CC3)nc12	9%
93	COC(=O)N=Nc1c(O)[nH]c2ccc(Br)cc12	-8%
94	O=C(c1ccc(CNS(=O)(=O)c2ccc(F)cc2)cc1)N1CCCCCC1	1%
95	CCS(=O)(=O)N1CCc2cc(C(=O)Nc3cc(C)cc(C)c3)ccc21	1%
96	COc1ccccc1S(=O)(=O)N(C)C[C@H]1Oc2cc(C#CCC3CCCC3)ccc2S(=O)(=O)N([C@H](C)CO)C[C@H]1C	5%
97	COc1ccc2c(c1)CC/C2=N\OC(=O)c1ccccc1C	-27%
98	CCN(CCCNC(=O)c1cc(Nc2ccc(OC)cc2OC)nc2ccccc12)c1cccc(C)c1	-10%
99	Cc1ccccc1-c1nc(CS(=O)(=O)CC(=O)Nc2cc(Cl)cc(Cl)c2)c(C)o1	-6%
100	O=C(/C=C/c1ccccc1)OCC(=O)c1ccc[nH]1	-9%
101	Cc1c(C(=O)NCCc2ccc(Cl)cc2)cccc1-n1cnc2cccnc21	0%
102	CCN(CC)S(=O)(=O)c1ccc2c(c1)N(CC(=O)NCc1ccccc1)C(=O)CS2	0%
103	O=C(Nc1ccc(-c2nc3cccnc3s2)cc1)C1CCCO1 (configuration not stated)	3%
104	COC(=O)CCC(=O)N1CCC(Oc2cccc(C(=O)NCc3ccccn3)c2)CC1	-7%
105	COc1ccc2c(C)c(CCC(=O)NCCc3ccc(Cl)cc3)c(=O)oc2c1	-12%
106	O=C(Nc1cc2ccc(O)cc2oc1=O)c1ccc(F)cc1	-7%
107	Clc1ccc(Nc2nc(-c3ccccc3)c3cc(Cl)ccc3n2)cc1	-2%
108	Cc1nnc(NC(=O)CSc2nc3c([nH]c4ccccc43)c(=O)n2-c2cccc(Cl)c2)s1	0%
109	CCOC(=O)c1c(C)oc2ncnc(Nc3cc(Cl)ccc3OC)c12	-5%
110	C[C@H]1CN([C@@H](C)CO)C(=O)CCCn2cc(nn2)CO[C@@H]1CN(C)C(=O)Nc1ccnc(N2CCOCC2)c1	1%

Following part:
no.	mol	aSyn tox rescue
111	COc1ccc(CCNC(=O)C2CCC(=O)N2CCc2ccccc2)cc1OC (configuration not stated)	-5%
112	Cc1cccn2c(=O)c(C(=O)NC3CC(C)CC(C)(C)C3)c(O)nc12 (configuration not stated)	-13%
113	Cc1cc(C)cc(OCC(=O)N(Cc2ccc(Cl)cc2)CC2CCCO2)c1 (configuration not stated)	?
114	O=C(NCCNC(=O)c1ccccc1F)c1ccco1	6%
115	COc1ccc(N2CCN(S(=O)(=O)CCNC(=O)Cc3ccc(-c4ccccc4)cc3)CC2)cc1	-1%
116	CCc1ccc(-n2nc(CO)c(C(=O)NCc3ccccn3)n2)cc1	-4%
117	Cc1cccc(OCCOCCn2c(-c3ccc(Cl)cc3)nc3ccccc3c2=O)c1C	-1%
118	COCc1nc2ccccc2n1CCOc1cccc(C)c1	9%
119	CCC(Nc1ccc(-c2nc(-c3ccco3)no2)cc1[N+](=O)[O-])c1ccccc1 (configuration not stated)	7%
120	COc1cc(/C=C/c2nc3ccccc3c(=O)[nH]2)ccc1O	-2%
121	CCOC(=O)c1ccc(NC(=O)CN2C(=O)CC(c3ccc(C)c(C)c3)=Nc3ccccc32)cc1	-11%
122	CC(NCc1ccccc1)c1ccccc1O (configuration not stated)	8%
123	CCCOC(=O)C(C)n1nnc2sc(-c3ccccc3)cc2c1=O (configuration not stated)	9%
124	COc1cccc(CNC(=O)CSC2=Nc3ccccc3C3=NC(C(C)C)C(=O)N23)c1 (configuration not stated)	1%
